Screening results deposited in PubChem BioAssay by National Center for Advancing Translational Sciences (NCATS).
RXFP1 agonist: activates the human relaxin receptor RXFP1. Q9HBX9. AID 2676. 0.3% of 370,000 active. HEK293T-RXFP1 cAMP TR-FRET, 30 min; response scale: percent of porcine relaxin response, buffer zero. Potency, µM (highest dose often 57.5 µM), for the others: at the top dose activation, hits mostly activators; note: % is set by controls: 0 for no effect and ±100 for the full control effect; nearly all actives have a fitted effect of over 60% in size; many of its hits are not listed in these tables
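cAMP rise read by TR-FRET after 30 min, 37C compound exposure (up to 58 uM) in RXFP1-transfected HEK293 cells with Ro 20174 present. EC50 from Hill-equation fits, with 29 nM porcine relaxin as 100% and buffer as basal.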
rTrxR1 inhibitor: blocks rat thioredoxin reductase 1 | Potency, µM (highest dose often 114 µM), without a hit: at the highest dose activity change, negative = inhibition, hits mostly inhibitors | O89049 | recombinant rTrxR1, NADPH fluorescence consumption, selenite substrate | 1% of 390,000 active; note: % is set by controls: 0 for no effect and ±100 for the full control effect; nearly all actives have a fitted effect of over 65% in size
Target sequence (O89049 whole entry, looked up): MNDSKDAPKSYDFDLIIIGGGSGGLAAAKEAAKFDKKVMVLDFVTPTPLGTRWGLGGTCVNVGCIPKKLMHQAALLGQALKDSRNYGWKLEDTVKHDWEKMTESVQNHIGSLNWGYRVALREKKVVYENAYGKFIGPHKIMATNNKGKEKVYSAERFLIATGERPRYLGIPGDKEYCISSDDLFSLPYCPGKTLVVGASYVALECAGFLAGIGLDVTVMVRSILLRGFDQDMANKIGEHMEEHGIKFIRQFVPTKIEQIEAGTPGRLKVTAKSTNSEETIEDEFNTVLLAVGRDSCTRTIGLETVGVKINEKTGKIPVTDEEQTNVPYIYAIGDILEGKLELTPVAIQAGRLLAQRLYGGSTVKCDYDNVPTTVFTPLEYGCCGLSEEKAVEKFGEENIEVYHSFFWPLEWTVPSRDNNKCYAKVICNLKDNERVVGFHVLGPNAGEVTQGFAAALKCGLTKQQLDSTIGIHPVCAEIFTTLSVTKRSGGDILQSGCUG
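Rat TrxR1 (90 nM in the dispensed reagent) was pre-reduced with 400 uM NADPH for 5 min at room temperature, then incubated with compound for 15 min. After 400 uM selenite was added, NADPH fluorescence (Ex 340/Em 450 nm) was followed for 8 min.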
Vif-A3F inh: blocks the Vif interaction with APOBEC3F; Potency, µM (highest dose often 46.1 µM), inactives show top-dose activity, negative = active; HeLa A3F-eYFP + Vif (tagged APOBEC3F with the HIV-1 protein that degrades it), YFP fluorescence increase; 0.2% of 390,000 active; AID 602313; note: % of control where 0% means no effect; nearly all actives have a fitted effect of over 65% in size
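HeLa cells stably expressing A3F-eYFP plus Vif, plated and incubated overnight at 37 deg C, then exposed to compounds overnight at 37 deg C. Blocked degradation read as raised yellow fluorescence (Ex 488/Em 500-530).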
Vif-APOBEC3G blk: Vif-A3G binding inhibition. Q9HC16. HeLa A3G-eYFP + Vif (tagged APOBEC3G with the HIV-1 protein that degrades it), YFP fluorescence, overnight. Potency, µM (highest dose often 46.1 µM), for inactives: top-dose activity, negative = active, most hits filed as inhibitors. 0.076% of 410,000 active. AID 602310;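 note: % is set by controls: 0 for no effect and ±100 for the full control effect; nearly all actives have a fitted effect of over 60% in size; hits raise eYFP signal because A3G escapes Vif-driven loss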
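Read-out is eYFP fluorescence (Ex 488/Em 500-530) from Vif-expressing HeLa A3G-eYFP cells; more signal means A3G escaped Vif-mediated degradation. Cells plated overnight, compound pinned in, incubated overnight at 37 deg C.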
USP1 inh: USP1/UAF1 (human) deubiquitinase inhibition. Potency, µM (series often up to 57.1 µM), without a hit: at the highest dose activity change, negative = inhibition, actives largely listed as inhibitors. recombinant USP1/UAF1, Ub-Rhodamine cleavage fluorescence. AID 743255. 0.23% of 390,000 active; note: % is set by controls: 0 for no effect and ±100 for the full control effect; nearly all actives have a fitted effect of over 60% in size; inactives centre near -12
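USP1/UAF1 complex (1 nM) preincubated 15 min at room temperature with compound, then Ub-Rho substrate (150 nM final) added. Kinetic fluorescence at 480/540 nm over 6 reads at 60 s intervals; 50 mM HEPES pH 7.8, 0.5 mM EDTA, 0.1 mg/ml BSA, 1 mM TCEP, 0.01% Tween-20.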
TrxR1 substrate: substrates of rat thioredoxin reductase 1; O89049; purified TrxR1 substrate turnover, NADPH consumption readout; Potency, µM (doses to about 114 µM), for the others: at the highest dose activity change, negative = substrate turnover; 0.01% of 390,000 active; AID 588456; note: % is set by controls: 0 for no effect and ±100 for the full control effect; nearly all actives have a fitted effect of over 50% in size
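Rat TrxR1, dispensed at 90 nM, was prereduced with 400 uM NADPH (final) for 5 min at ~22 deg C, then incubated with compound 15 min before 400 uM selenite. A first-read NADPH fluorescence drop versus no-compound background flagged substrates.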
RGS4 inh: blocks human RGS4-accelerated GTP hydrolysis. Transcreener GDP fluorescence polarization, RGS4-accelerated GTP hydrolysis. Potency, µM (doses to about 114 µM), inactives show at the highest dose activity change, negative = inhibition, most hits filed as inhibitors. 0.039% of 390,000 active. AID 504845; note: % is set by controls: 0 for no effect and ±100 for the full control effect; nearly all actives have a fitted effect of over 75% in size; some results filed as inactive show a strong effect at the top dose
Target sequence (P49798 whole entry, looked up): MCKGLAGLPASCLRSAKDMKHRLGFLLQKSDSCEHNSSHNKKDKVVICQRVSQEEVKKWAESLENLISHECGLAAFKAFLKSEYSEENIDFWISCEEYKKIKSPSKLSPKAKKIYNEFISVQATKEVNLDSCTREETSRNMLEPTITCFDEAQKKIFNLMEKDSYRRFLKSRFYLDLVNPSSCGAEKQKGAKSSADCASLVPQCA
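MLSMR compounds (23 nl, pin-transferred) preincubated 10 min at room temperature with a 500nM (2x) first reagent, then RGS4 at 900nM (2x) plus Transcreener GDP mix added; fluorescence polarization (620/688 nm) read before and after 90 min at 30 °C.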
ALOX12 inh: blocks human arachidonate 12S-lipoxygenase | purified 12hLO, xylenol orange hydroperoxide absorbance | Potency, µM (series often up to 108 µM), inactives show top-dose activity change, negative = inhibition, usual class: inhibitors | 1.1% of 580,000 active | AID 1671190; note: % is set by controls: 0 for no effect and ±100 for the full control effect
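Purified human 12hLO at 150 nM in 25 mM Hepes, 0.01% Triton X-100, pH 7.0, preincubated 15 min at room temperature with compound. Reaction started with 40 uM arachidonic acid, 30 min at room temperature. Hydroperoxide measured by Fe-xylenol orange, 573/405 nm absorbance ratio.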
IDH1 R132H inh: blocks human mutant IDH1 R132H enzyme; O75874; IDH1-R132H enzyme, NADPH consumption, diaphorase/resazurin fluorescence; Potency, µM (titrated, usually from 76.6 µM), for inactives: top-dose activity change, negative = inhibition, actives largely listed as inhibitors; 0.093% of 390,000 active; AID 602179; note: % is set by controls: 0 for no effect and ±100 for the full control effect; nearly all actives have a fitted effect of over 65% in size
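IDH1-R132H (0.5 ug/mL dispensed) in pH 7.5 Tris buffer was preincubated 30 min with compound, then given a substrate mix of 0.016 mM NADPH and 2 mM alpha-KG for 80 min at room temperature; remaining NADPH was read by diaphorase/resazurin fluorescence.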
An asterisk follows results filed as active; ? = inconclusive; / = not tested or not shown; [ ] = dose if it differs, or a comment. Calls come from the whole dose curve; as a rule, active = well fitted curve in the direction sought with a large enough effect; inconclusive = small, poorly fitted or top-dose-only effect, or another doubt; inactive = no such curve, though single readings can be large; an effect the other way counts as inactive or inconclusive. Potency is the fitted concentration of half-maximal effect.

entry | RXFP1 agonist | rTrxR1 inhibitor | Vif-A3F inh | Vif-APOBEC3G blk | USP1 inh | TrxR1 substrate | RGS4 inh | ALOX12 inh | IDH1 R132H inh | molecule
1 | -0.7% | 24% | -14% | 4% | -25% | 5% | -2% | 0% | 7% | COC(=O)Cc1ccc(N(Cc2ccccc2F)S(=O)(=O)c2ccc(Br)cc2)cc1
2 | 2.0% | 30% | 0% | 1% | -5% | 3% | 51% | 0% | -3% | O=c1c2ccccc2nc(SCc2ccc([N+](=O)[O-])cc2)n1-c1ccccc1
3 | 3.2% | -1% | -9% | -1% | -15% | -9% | 6% | -9% | 4% | O=C(CSCc1cccc(Br)c1)N/N=C/c1ccc2c(c1)OCO2
4 | -0.7% | 12% | 8% | 1% | -1% | -4% | 3% | -19% | 7% | Cc1ccccc1OCC(=O)Nc1ccc2c(c1)OCCO2
5 | 1.8% | 24%[57.1 µM] | 3% | 1% | -8% | 7%[57.1 µM] | -37% | 0% | -3% | FCCCOc1ccc(-c2nccc(-c3ccc(Br)cc3)n2)cc1
6 | -2.8% | 22% | -46% | 0% | -11% | 13% | -2% | -2% | 3% | Cc1nc2ccccc2cc1C(=O)NCc1ccc(F)cc1
7 | 0.8% | -4% | 1% | 2% | -21% | -2% | -34% | -20% | -4% | Cc1cc(C)cc(-n2nnnc2SCC(=O)Nc2cccc(NC(=O)c3ccco3)c2)c1
8 | / | 14% | 4% | -7% | -8% | 3% | 12% | 0% | -9% | CCCCCCC(NC(=O)Cc1ccc2ccccc2c1)C(=O)O (stereo not drawn)
9 | 1.5% | -16% | 0% | 3% | -15% | -11% | -12% | -24% | 1% | Cn1cnc(C(F)(F)F)c1-c1ccc([N+](=O)[O-])cc1
10 | -0.1% | 13% | -3% | -2% | -2% | 3% | 23% | -20% | 10% | COc1cc(NC(=O)COC(=O)c2nc3nc(C)cc(C)n3n2)cc(OC)c1
11 | 5.1% | 6%[57.1 µM] | -1% | 1% | -11% | 1%[57.1 µM] | 0% | -23% | -1% | CN(CC(=O)Nc1ccc(F)c(F)c1)S(=O)(=O)c1cccs1
12 | -0.2% | 14%[57.1 µM] | -15% | 1% | -16% | 1%[57.1 µM] | -6% | 3% | 0% | O=C(COc1ccc(F)cc1)NCc1ccc2c(c1)CCN2C(=O)c1ccccc1
13 | 0.2% | 12% | -13% | -4% | 0% | 2% | 16% | 8% | 6% | COc1cc(/C=N/NC(=O)CCn2nc(C)cc2C)ccc1O
14 | 0.0% | 13% | 2% | -5% | -29% | 4% | -5% | -16% | -3% | CCc1ccc(C(=O)Nc2cccc(-c3nn[nH]n3)c2)s1
15 | 3.2% | -26% | -4% | -5% | -6% | -19% | -11% | -9% | 3% | CC(C)(C)C(=O)/C=C(N)/C=C/c1ccccc1
16 | -2.1% | -10% | / | -2% | -15% | 7% | -25% | 28% | 6% | O=C(NCC(=O)N(CCN1CCOCC1)C(C(=O)NC1CCCC1)c1cccs1)c1ccco1 (stereo not drawn)
17 | 2.4% | 2% | -10% | 1% | -6% | -1% | -24% | -22% | 9% | Cc1ccc(C(=O)N2CCCC2)cc1Br
18 | -0.2% | 25%[57.1 µM] | 1% | -1% | -22% | -4% | -30% | ? | 3% | O=C(CSc1nc2ncccc2[nH]1)Nc1ccc2c(c1)OCCO2
19 | -1.2% | -3% | 2% | 2% | -5% | -12% | 2% | ? | 1% | Cc1ccc(S(=O)(=O)N2CCOC2CNC(=O)C(=O)NCCCc2ccccc2)cc1 (stereo not drawn)
20 | 1.0% | 14% | -3% | 2% | -6% | 6% | 8% | -2% | -13% | Cc1cc(NC(=O)c2cccs2)ccc1NC(=O)Cc1ccccc1

The listing continues:
entry | RXFP1 agonist | rTrxR1 inhibitor | Vif-A3F inh | Vif-APOBEC3G blk | USP1 inh | TrxR1 substrate | RGS4 inh | ALOX12 inh | IDH1 R132H inh | molecule
21 | / | / | -6% | 1% | 2% | / | / | -24% | -2% | Cc1ccc(C(=O)NC(C)C(c2cccs2)N2CCOCC2)cc1C (stereo not drawn)
22 | 2.5% | 4%[57.1 µM] | 4% | -7% | -28% | 0%[57.1 µM] | -3% | ? | -3% | O=C(CSC1=Nc2ccccc2C2=NC(Cc3ccccc3)C(=O)N12)Nc1cccc(Cl)c1 (stereo not drawn)
23 | 6.9% | -1% | -20% | 1% | -19% | 5% | 0% | 0% | 11% | COCCCNc1nc2ccccc2[nH]c1=O
24 | -2.9% | 14% | -2% | 4% | -18% | 13% | -11% | -18% | -7% | Cc1ccc(C)c(-n2nnc(C(=O)Nc3ccc(Br)cc3)c2C)c1
25 | -0.6% | ? | 3% | 1% | ? | -10% | -34% | -14% | -2%[38.3 µM] | C#Cc1ccc([C@@H]2C=C(C(=O)N3CCN(Cc4ccc5c(c4)OCO5)CC3)O[C@H](OCCCCO)C2)cc1
26 | 2.8% | -10%[57.1 µM] | -10% | -1% | -7% | -8%[57.1 µM] | 4% | -22% | 15% | Cc1ccc(CN2CCCn3nc(C(=O)NCCC(C)C)cc3C2=O)cc1
27 | / | -8% | -11% | 6% | -9% | -9% | 30% | 15% | -2% | COC(=O)c1sccc1NC(=O)C12CC3CC(CC(C3)C1)C2
28 | -3.3% | -6% | -1% | -24% | -27% | -2% | -53% | ? | 5% | CC(=O)c1cccc(NS(=O)(=O)c2ccc(-c3cnc(C4CC4)o3)cc2)c1
29 | 0.3% | -3% | 5% | 0% | -19% | -7% | 12% | -23% | -15% | CCNc1nc(N)nc(Oc2ccc(OCC(=O)OC)nn2)n1
30 | 1.2% | -9%[57.1 µM] | 1% | 3% | 6% | -4%[57.1 µM] | -6% | -1% | 3% | CN1C(=O)NC(c2ccccc2)C2=C1CN(CCc1ccccc1)C2=O (stereo not drawn)
31 | -0.9% | 7% | -1% | 0% | -23% | -4% | -2% | -13% | -8% | CNS(=O)(=O)c1ccc(N2CCCC2)c([N+](=O)[O-])c1
32 | / | / | -1% | 0% | -30% | / | / | 2% | -1% | Cc1ccc(S(=O)(=O)N2C[C@H]3C(=O)C[C@@H](c4ccc(Cl)cc4)N(S(=O)(=O)c4ccccc4C)[C@H]3C[C@H]2c2cccc(Cl)c2)cc1
33 | -3.9% | 12% | 0% | 0% | -16% | 3% | 11% | ? | ? | CCOc1ccc(NS(=O)(=O)c2ccc(NS(=O)(=O)c3ccc(SC)cc3)cc2)cc1
34 | -0.9% | 27% | 14% | 1% | -22% | 1% | 5% | 362%[activator] | -20% | CCOc1ccc(CCNC(=O)CN2C(=O)NC3(CCCCCC3)C2=O)cc1OCC
35 | 2.2% | -6% | -15% | 0% | -8% | -6% | 13% | -2% | 1% | Fc1ccc(CNCc2ccc(Br)cc2)cc1
36 | 1.2% | 6% | -3% | -1% | -2% | 7%[57.1 µM] | 4% | 12% | -1% | O=C(CCN1C(=O)c2ccccc2C1=O)N1CCN(c2ccccn2)CC1
37 | 0.7% | 22% | 2% | -24% | -20% | 4% | -41% | -1% | 5% | COc1cc(NC(=O)c2ccccc2Cl)c2ncccc2c1
38 | / | -1% | -4% | ? | -3% | -5% | 20%[11.4 µM] | -3% | -11% | COc1ccccc1N1CCN(C(=O)c2ccc3ncsc3c2)CC1
39 | 0.5% | 26% | -7% | 7% | -19% | 2% | -16% | 1% | 0% | COc1cc(OC)c(S(=O)(=O)Nc2ccc(C(=O)O)cc2)cc1S(=O)(=O)Nc1ccc(C(=O)O)cc1

By substructure: those above with an aryl methoxy group (five)
entry | RXFP1 agonist | rTrxR1 inhibitor | Vif-A3F inh | Vif-APOBEC3G blk | USP1 inh | TrxR1 substrate | RGS4 inh | ALOX12 inh | IDH1 R132H inh | molecule
10 | -0.1% | 13% | -3% | -2% | -2% | 3% | 23% | -20% | 10% | COc1cc(NC(=O)COC(=O)c2nc3nc(C)cc(C)n3n2)cc(OC)c1
13 | 0.2% | 12% | -13% | -4% | 0% | 2% | 16% | 8% | 6% | COc1cc(/C=N/NC(=O)CCn2nc(C)cc2C)ccc1O
37 | 0.7% | 22% | 2% | -24% | -20% | 4% | -41% | -1% | 5% | COc1cc(NC(=O)c2ccccc2Cl)c2ncccc2c1
38 | / | -1% | -4% | ? | -3% | -5% | 20%[11.4 µM] | -3% | -11% | COc1ccccc1N1CCN(C(=O)c2ccc3ncsc3c2)CC1
39 | 0.5% | 26% | -7% | 7% | -19% | 2% | -16% | 1% | 0% | COc1cc(OC)c(S(=O)(=O)Nc2ccc(C(=O)O)cc2)cc1S(=O)(=O)Nc1ccc(C(=O)O)cc1

These rows are one share of the data; count on the stated rates, not on these rows.
